# GalR3 antagonist: blocks the human galanin receptor 3; O60755; HEK293 GalR3-CNG cAMP membrane potential fluorescence; galR3 body fused to GalR1 C-terminus; inhibition, % at 3 µM; 360,000 compounds, 0.44% hits;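 active = inhibition above the screen-wide average plus 3 SD, cut at about 13% in these data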;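 note: forskolin and galanin both at EC90 stimulate the cells; cAMP rise reported by CNG channel membrane potential dye signal; 0% = forskolin plus galanin with DMSO and 100% = forskolin alone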
# Target sequence (O60755 1-299 limits assumed): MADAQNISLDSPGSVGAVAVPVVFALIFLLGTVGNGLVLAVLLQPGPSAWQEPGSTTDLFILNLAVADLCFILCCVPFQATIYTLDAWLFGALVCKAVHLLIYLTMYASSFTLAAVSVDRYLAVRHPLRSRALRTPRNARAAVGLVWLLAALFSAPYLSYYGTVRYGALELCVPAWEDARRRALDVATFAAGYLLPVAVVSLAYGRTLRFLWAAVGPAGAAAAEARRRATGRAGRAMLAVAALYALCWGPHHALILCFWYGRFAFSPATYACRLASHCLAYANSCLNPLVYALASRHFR
# PfM18AAP inh: blocks P. falciparum M18 aspartyl aminopeptidase. recombinant PfM18AAP, H-Glu-NHMec fluorogenic cleavage. inhibition, % at 7.35 µM. 290,000 compounds, 1.2% hits;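 active = inhibition above the campaign mean inhibition over all tested compounds plus 3 SD, cut at about 28% in these data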;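 note: 0% = plate median of test compound wells and 100% = 2 mM ZnCl2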
# OXTR ag: activates the human oxytocin receptor; CHO-OTR cells, Fluo-8 calcium fluorescence; normalized: DMSO 0%, oxytocin 100%; activation, % at 3 µM; 320,000 compounds, 0.32% hits; AID 2435;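 active = activation above the mean of all tested compounds plus 3 SD, cutoff set per screening run, cut at about 20% in these data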;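 note: peak over basal fluorescence ratio from a 100 s FLIPR kinetic read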
# Target sequence (P30559 whole entry, looked up): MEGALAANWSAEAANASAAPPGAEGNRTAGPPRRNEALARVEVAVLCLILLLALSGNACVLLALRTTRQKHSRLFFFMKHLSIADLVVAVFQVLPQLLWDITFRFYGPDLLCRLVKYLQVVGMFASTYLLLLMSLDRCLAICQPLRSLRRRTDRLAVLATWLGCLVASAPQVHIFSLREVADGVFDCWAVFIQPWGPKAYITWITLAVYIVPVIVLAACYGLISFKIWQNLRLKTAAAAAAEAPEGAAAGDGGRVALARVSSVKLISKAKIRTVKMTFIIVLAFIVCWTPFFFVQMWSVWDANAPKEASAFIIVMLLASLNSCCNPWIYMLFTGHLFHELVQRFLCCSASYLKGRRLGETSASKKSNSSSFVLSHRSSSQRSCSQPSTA
# NALP1 inh: NALP1 inhibition; inhibition, % at 10 µM; 280,000 compounds, 0.61% hits; S. cerevisiae NALP1/ASC/caspase-1 growth, X-gal OD620, 72 h; AID 2071; in the data active = inhibition mostly above about 24%, no sharp cut-off; inactive = mostly below about 32%; note: some compounds called inactive have numbers as strong as hits
# OXTR potentiate: human OXTR potentiation; 320,000 compounds, 0.061% hits; P30559; activation, % at 3 µM; CHO-OTR cells, Fluo-8 calcium fluorescence, potentiator mode; 0% = oxytocin EC15, 100% = EC100;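 active = activation above that plate's cutoff, the mean activation of tested compounds plus 3 SD, cut at about 6.6% in these data, passing the limit was not always enough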;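 note: 100% uses oxytocin at 75 nM as the full agonist control; some results filed as inactive read as strong as hits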
#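 Assay system: CHO-OTR cells, human receptor / Also added: oxytocin at about EC15, sub-maximal agonist stimulus / Dosing: single dose, 3.0 µM nominal final compound concentration / Incubation: 6 min pre-incubation, 100 s read / Technique: Fluo-8 calcium dye fluorescence / Read-out: % activation vs EC15 and EC100 oxytocin / Benchmarks: EC15 oxytocin low, 75 nM oxytocin high / Replicates: singlicate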
# GPR7 antag: blocks human GPR7 receptor signaling; GPR7-expressing cells, fluorescence antagonist assay; inhibition, % at 4.4 µM; 290,000 compounds, 1.1% hits; P48145; in the data active = inhibition above about 16%, passing the limit was not always enough;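 note: cells stimulated with the agonist NPW; 0% = agonist with vehicle and 100% = vehicle without agonist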
# MEKK2 WT-MEK5: raises or lowers MEK5 binding to wildtype human MEKK2 PB1 domain; Q9Y2U5; AID 1531; 290,000 compounds, 1.1% hits; bead flow cytometry, Alexa488-MEK5 binding to MEKK2 WT; actives lie on both sides; binding response (% of control), % at 10 µM; in the data active = binding response below about 67% or above about 130%
# V1aR counter: V1a receptor agonism, counter-screen for OXTR agonists; CHO-V1R cells, Fluo-8 calcium fluorescence, agonist mode; 0% DMSO, 100% 3 nM vasopressin; activation, % at 3 µM; 320,000 compounds, 0.25% hits; P37288;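 active = activation above the mean activation of all tested compounds plus 3 SD, per screening run, cut at about 20% in these data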;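 note: signal is peak over basal fluorescence ratio across a 100 second FLIPR read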
# Target sequence (P37288 whole entry, looked up): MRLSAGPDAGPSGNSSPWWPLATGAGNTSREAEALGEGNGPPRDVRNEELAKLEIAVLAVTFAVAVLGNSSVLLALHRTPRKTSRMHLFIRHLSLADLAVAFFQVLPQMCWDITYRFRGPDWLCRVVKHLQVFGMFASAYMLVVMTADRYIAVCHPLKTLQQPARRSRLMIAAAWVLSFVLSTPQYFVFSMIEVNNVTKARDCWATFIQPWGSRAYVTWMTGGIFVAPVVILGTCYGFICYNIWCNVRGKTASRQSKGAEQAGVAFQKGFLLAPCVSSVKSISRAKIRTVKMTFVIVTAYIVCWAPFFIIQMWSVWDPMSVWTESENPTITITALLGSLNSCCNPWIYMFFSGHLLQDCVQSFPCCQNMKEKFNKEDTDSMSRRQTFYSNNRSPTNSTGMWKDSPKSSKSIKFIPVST
# MEKK2 mut-MEK5: signal of MEK5 binding to mutant human MEKK2 PB1 domain; percent response, % at 10 µM; bead flow cytometry, Alexa488-MEK5 binding to MEKK2 mutant; 290,000 compounds, 0.35% hits; in the data active = percent response above about 24%, passing the limit was not always enough; note: inactives centre near 1; some results filed as inactive read as strong as hits; reference of the scale not given here
# * = called active by the depositor; nt = no result given. Rows were taken by chance; any-hit rate near 4.1%.
SMILES,GalR3 antagonist,PfM18AAP inh,OXTR ag,NALP1 inh,OXTR potentiate,GPR7 antag,MEKK2 WT-MEK5,V1aR counter,MEKK2 mut-MEK5
C=CCNc1cnn(-c2ccc(C)cc2)c(=O)c1Sc1ccc(C)cc1,-2,-2,-2.6,-11,-5,-5,89,-1.6,-16
Cc1ccc(NC(=O)CSc2nc3ccccc3nc2N2CCCC2)cc1,nt,0,-0.7,12,-1,-14,88,0.0,-4
CCS(=O)(=O)Nc1cc(OC)c(OC)cc1Cc1nccc2cc(OC)c(OC)cc12,1,-6,-0.3,nt,0,-10,99,0.5,-1
COc1ccc(NC(=O)CSc2nnc(NC(=O)C3CCC3)s2)cc1,-7,-4,-0.3,20,-4,11,95,2.4,-10
O=C(c1ccco1)N1CCN(C(c2ccccc2Cl)c2nnnn2Cc2cccs2)CC1 (configuration not stated),3,-5,4.1,2,-7,7,104,3.8,4
CCCn1c2ccccc2c2cnn(CC(=O)NCCCOC)c(=O)c21,-6,-15,nt,0,nt,5,106,nt,3
CCOc1ccc(OCC)c(-c2c(=O)n(OCc3ccc(C(C)(C)C)cc3)c3ccccc3[n+]2[O-])c1,nt,-3,-1.5,11,-5,-7,100,0.8,1
COc1ccc(C(C)C)cc1S(=O)(=O)Nc1ccccn1,3,7,-0.1,21,2,8,100,1.1,-1
CCCCCNC(=O)N[C@H](C(=O)O)C(C)C,-3,-14,-0.4,11,-4,1,99,-0.1,-2
Cn1c(=O)c2c(nc(CN3CCN(c4ccc(F)cc4)CC3)n2Cc2ccccc2F)n(C)c1=O,-5,-4,-1.7,1,-7,-2,104,0.9,0
Cc1cccc(C)c1NC(=O)CN(C)C(=O)c1ccccc1SCC(=O)N1CCCC1,-1,nt,-1.4,nt,0,nt,nt,0.0,nt
COc1ccccc1CN1CC(C(=O)NCCN(C)CCc2ccccc2)CCC1=O (configuration not stated),-3,0,0.4,13,10,-1,131,0.0,11
CCOc1ccccc1-c1nnc(SCC(=O)NC2(C#N)CCCC2)o1,-7,nt,3.2,nt,-9,nt,nt,0.3,nt
O=C(NC1CCCCC1)C1CC(=O)N(CCc2ccc(F)cc2)C1 (configuration not stated),-9,-2,0.0,5,7,1,99,0.8,4
Cc1nnc(SCc2cccc3ccccc23)n(N)c1=O,-1,1,0.6,27,3,-2,96,1.7,9
COc1cc(/C=N/S(=O)(=O)CCc2ccccc2)ccc1O,5,1,-0.9,-17,-4,-6,107,0.4,0
CN(C)c1ccc(C(CNS(=O)(=O)c2ccc([N+](=O)[O-])cc2)N2CCOCC2)cc1 (configuration not stated),-3,nt,0.8,nt,1,nt,nt,0.6,nt
O=C(c1ccc2c3n(nc2c1)-c1ccccc1CO3)N1CCCCC1,-3,nt,0.9,-12,-3,nt,105,-0.5,6
CCN(CC(=O)Nc1ccc2c(c1)OCCO2)Cc1nc2cc(Cl)ccc2c(=O)[nH]1,4,nt,0.5,nt,3,nt,nt,2.3,nt
O=C(NCCCN1CCOCC1)c1cc2c(=O)[nH]c3ccccc3c2s1,-5,4,1.3,10,-7,2,nt,2.3,nt
CSc1cccc(NC(=O)CN2C(=O)c3ccccc3S2(=O)=O)c1,-1,-3,0.9,-29,-3,-9,98,0.7,2
C=CCn1c(SCC(=O)Nc2sc(C)c(C)c2C(=O)OCC)nnc1-c1sc(N)nc1C,-3,0,-0.9,-12,-6,-4,99,-1.1,14
CCOc1ccc(CCNC(=O)COC(=O)C2CC2)cc1OCC,0,nt,-0.2,nt,-1,nt,nt,-0.7,nt
O=C(CSc1nc(O)c(-c2ccccc2)c(=O)[nH]1)N1CCOCC1,-5,-3,0.3,11,-11,0,104,2.0,0
CC(C)CCN1C(=O)c2ccc(C(=O)Nc3cc(C(=O)O)cc(C(=O)O)c3)cc2C1=O,-7,0,nt,4,nt,-21,106,nt,12

# Whole records, looked up by structure. Values in the order: GalR3 antagonist	PfM18AAP inh	OXTR ag	NALP1 inh	OXTR potentiate	GPR7 antag	MEKK2 WT-MEK5	V1aR counter	MEKK2 mut-MEK5
# `CC(C)CCN1C(=O)c2ccc(C(=O)Nc3cc(C(=O)O)cc(C(=O)O)c3)cc2C1=O` is listed with -7	0	nt	4	nt	-21	106	nt	12
# `CCS(=O)(=O)Nc1cc(OC)c(OC)cc1Cc1nccc2cc(OC)c(OC)cc12` is listed with 1	-6	-0.3	nt	0	-10	99	0.5	-1
# `CCCn1c2ccccc2c2cnn(CC(=O)NCCCOC)c(=O)c21` is listed with -6	-15	nt	0	nt	5	106	nt	3
# `CCN(CC(=O)Nc1ccc2c(c1)OCCO2)Cc1nc2cc(Cl)ccc2c(=O)[nH]1` is listed with 4	nt	0.5	nt	3	nt	nt	2.3	nt
# `Cc1cccc(C)c1NC(=O)CN(C)C(=O)c1ccccc1SCC(=O)N1CCCC1` is listed with -1	nt	-1.4	nt	0	nt	nt	0.0	nt

# Further records:
SMILES,GalR3 antagonist,PfM18AAP inh,OXTR ag,NALP1 inh,OXTR potentiate,GPR7 antag,MEKK2 WT-MEK5,V1aR counter,MEKK2 mut-MEK5
CC(C)C(=O)NC(C)C(c1cccs1)N1CCN(c2ccccc2)CC1 (configuration not stated),-3,1,0.3,18,-7,-5,95,-0.7,-6
Cc1ccc(NC(=O)COC(=O)c2ccc3c(c2)OCCO3)cc1S(=O)(=O)N1CCOCC1,11,-2,0.9,1,-2,-15,98,2.6,-4
CN(C(=O)C1CCCCN1S(=O)(=O)c1ccccc1)c1ccccc1 (configuration not stated),-6,nt,-0.2,nt,0,nt,nt,1.1,nt
CCCNC(=O)c1ccc(N2CCC3(CC2)CC(c2cccc(Br)c2)=NO3)c(NC(=O)c2cccc(OC)c2)c1,-3,nt,0.9,nt,-3,nt,nt,2.0,nt
CCN(CC)CCn1c2c(c(SCC(=O)Nc3cc(C)ccc3C)nc1=O)CCC2,-3,nt,-1.4,nt,-2,nt,nt,-1.5,nt
CCOC(=O)C1(CCOC)CCN(Cc2ccc(C3CCCCO3)s2)CC1 (configuration not stated),-2,1,0.8,2,-8,-4,80,0.3,-17
Cc1ccc(-n2nnc(-c3ccnc4ccccc34)n2)cc1,-6,1,-1.7,2,-10,-8,94,1.0,0
O=C(Nc1ccc(Br)cc1)c1ccc(F)c(S(=O)(=O)NCc2cccs2)c1,109*,0,12,28,-9,10,104,8.0,-2
Cc1ccc(C(=O)NCC(=O)Nc2ccc(F)c(F)c2F)cc1,2,0,-1.6,-1,-4,-11,103,0.5,6
CCOc1ccc(-c2nc(-c3ccc(OC)cc3)no2)cc1OCC,-4,-10,0.4,2,-13,1,109,-0.3,2
CC1(C)CC(=O)C=C(NCC(O)c2ccccc2)C1 (configuration not stated),-10,0,0.1,14,-7,-8,105,1.5,1
CC(C)CC(OC(=O)c1ccco1)C(=O)NC1CCCC1 (configuration not stated),-5,3,-0.3,12,-2,27,98,-0.5,-5
COc1ccc(C2CC(c3ccccc3)=NN2S(=O)(=O)c2ccccc2)cc1 (configuration not stated),-11,4,0.9,28,-7,1,103,1.8,50
O=c1[nH]c2ccccc2n1C1CCCCC1,-1,-4,-0.6,4,-5,-7,nt,-0.3,nt
C#Cc1ccc([C@@H]2C=C(C(=O)N3CCN(Cc4ccccc4)CC3)O[C@H](OCC)[C@H]2CCCO)cc1,-4,4,-1.5,-11,-3,-11,103,-1.2,5
COc1ccccc1NC(=O)c1cc2n(n1)C(C(F)(F)F)CC(c1ccc3c(c1)OCO3)N2 (configuration not stated),-2,-1,0.2,nt,-16,-8,95,3.9,0
CCn1c(SCC(=O)c2ccc3c(c2)OCCO3)nnc1C(C)C,-5,-5,-0.3,10,-4,2,105,1.3,1
O=C(/C=C/c1ccccc1Cl)c1ccc[nH]1,-3,18,0.2,46,-9,-11,96,-1.1,-1
O=C(O)c1cc2n(n1)CCN(Cc1ccccc1Cl)C2=O,-5,-6,0.7,-4,-10,-7,91,0.3,-10
O=C1N(Cc2cccc(Cl)c2)C[C@@H]2C[C@@H](c3cccn3-c3nccs3)N3CCC[C@@]123,-6,5,-2.6,8,-12,18,97,-0.8,-2
COc1ccc(/C=N/OCC(=O)NC(c2ccccc2)c2ccccc2)cc1OC,89*,-14,-1.6,37,-6,-1,101,-0.4,-1
O=C(O)c1ccc2c(c1)C(=O)N(CCCCCCCN1C(=O)c3ccc(C(=O)O)cc3C1=O)C2=O,-13,6,-0.3,6,-12,-11,100,-0.1,6
CC(OC(=O)CCc1nc2ccccc2c(=O)[nH]1)C(=O)NC1CCCC1 (configuration not stated),-5,-9,-1.7,30,1,-6,106,0.4,9
Cc1nnn(C23CC4CC(CC(C(=O)NN)(C4)C2)C3)n1,-2,2,-1.1,15,-10,-5,100,0.1,0
O=C(/C=C/c1ccc(S(=O)(=O)N2CCOCC2)cc1)N1CCN(c2ccc(F)cc2)CC1,-12,4,3.7,0,-13,-15,93,6.4,-11

# Reprinted from the part before: 3 entries, then new ones.
SMILES,GalR3 antagonist,PfM18AAP inh,OXTR ag,NALP1 inh,OXTR potentiate,GPR7 antag,MEKK2 WT-MEK5,V1aR counter,MEKK2 mut-MEK5
CC(OC(=O)CCc1nc2ccccc2c(=O)[nH]1)C(=O)NC1CCCC1 (configuration not stated),-5,-9,-1.7,30,1,-6,106,0.4,9
Cc1nnn(C23CC4CC(CC(C(=O)NN)(C4)C2)C3)n1,-2,2,-1.1,15,-10,-5,100,0.1,0
O=C(/C=C/c1ccc(S(=O)(=O)N2CCOCC2)cc1)N1CCN(c2ccc(F)cc2)CC1,-12,4,3.7,0,-13,-15,93,6.4,-11
CCc1nc(-n2[nH]c(=O)c3ccccc3c2=O)c2c3c(sc2n1)CCCC3,-5,0,-2.4,nt,-11,10,95,-0.8,-1
O=C(Nc1ccccc1F)c1ccc2ncsc2c1,-10,-7,-1.0,10,-9,-6,110,0.1,9
Cc1ccc(NC(=O)CSc2nnc(NC(=O)CN3CCOCC3)s2)cc1,-4,2,0.3,10,-19,-5,97,1.8,1
CCN(C[C@H]1N[C@@](Cc2ccccc2)(C(=O)OC)[C@H]2C(=O)N(C)C(=O)[C@@H]12)C(=O)COc1ccccc1,-4,nt,0.5,nt,1,nt,nt,0.6,nt
COc1cccc(N2C(=O)C3CCCN3C2c2ccc(N(C)C)cc2)c1 (configuration not stated),-2,-6,-1.0,-2,-9,0,89,-0.4,3
CCN(c1ccccc1)S(=O)(=O)c1c[nH]c2ccc([N+](=O)[O-])cc12,-8,-5,3.4,10,-7,-3,96,6.3,-1
O=C(Nc1ccccc1Cl)OCc1cncs1,-4,-10,-0.4,28,2,-1,97,-0.4,2
COCCNCC(=O)N1c2ccccc2Sc2ccccc21,-2,6,-0.2,12,3,-11,109,0.1,12
Cc1ccccc1NC1=C(C(=O)c2ccccc2)N(C)S(=O)(=O)c2ccccc21,-2,2,-0.9,-2,-18,-8,97,1.6,2
O=C(CP(=O)(c1ccccc1)c1ccccc1)Nc1cccc(CP(=O)(c2ccccc2)c2ccccc2)c1,1,2,-2.8,2,-3,-11,95,0.1,1

# Printed as active in GalR3 antagonist, among the entries above:
Structure | GalR3 antagonist | PfM18AAP inh | NALP1 inh | OXTR potentiate | GPR7 antag | MEKK2 WT-MEK5 | MEKK2 mut-MEK5
O=C(Nc1ccc(Br)cc1)c1ccc(F)c(S(=O)(=O)NCc2cccs2)c1 | 109* | 0 | 28 | -9 | 10 | 104 | -2
COc1ccc(/C=N/OCC(=O)NC(c2ccccc2)c2ccccc2)cc1OC | 89* | -14 | 37 | -6 | -1 | 101 | -1
